# Assay outcomes as filed in PubChem BioAssay.
# PNC assembly inh – perinucleolar compartment assembly inhibition; 3.1% of 140,000 active; PC3M PTB-GFP, PNC prevalence imaging, 16 h; stronger effect = lower value; activity change (PNC), negative = inhibition, % at 10 µM;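 active means readout at or below -70, meaning at least 70% loss of cells showing the perinucleolar compartment, a nuclear body marking cancer cells; inconclusive means readout between -30 and a set limit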;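 further: plate controls were DMSO wells for no effect and camptothecin positive control wells for full effect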
#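 PC3M cells stably expressing PTB-GFP, 750–1000 cells/well, treated 16 h at 37 °C with compound (23 nl of library stock), in duplicate. After paraformaldehyde fixation and Hoechst stain, imaged at 20x; PNC prevalence scored by image analysis.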
# IMPase inh – cell-permeable inhibitors of inositol monophosphatase (IMPase). P97697. CHO-M1 cells, IP1 accumulation, HTRF TR-FRET ratio. inhibition (IP1 accumulation), % at 46.1 µM. 120,000 tested, under 10 active. AID 901; active means well fitted curve in the direction sought with a large enough effect in the signal ratio, not every such curve was filed as active; inconclusive means small, poorly fitted or top-dose-only effect, or a change in a side signal; inactive means no such curve, though single readings can be large or run the other way; the % refers to the signal ratio;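 further: cells stimulated with carbachol in lithium chloride buffer; plate controls were DMSO basal wells for no effect and reference inhibitor wells for full effect; higher means more IMPase inhibition seen as more IP1 and lower FRET ratio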
# Target sequence (P97697 whole entry, looked up): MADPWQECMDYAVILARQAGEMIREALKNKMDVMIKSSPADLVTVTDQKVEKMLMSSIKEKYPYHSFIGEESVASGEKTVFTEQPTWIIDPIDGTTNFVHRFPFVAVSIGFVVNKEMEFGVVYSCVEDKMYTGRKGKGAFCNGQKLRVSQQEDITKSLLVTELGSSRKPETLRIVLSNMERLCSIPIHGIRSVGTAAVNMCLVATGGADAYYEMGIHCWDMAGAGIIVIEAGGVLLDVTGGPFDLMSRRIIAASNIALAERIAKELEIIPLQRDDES
#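 Elevated IP1 in lysates lowers TR-FRET signal (665/620 ratio and 620 channel reported). Cells were CHO-M1, given carbachol (50 uM as added) plus 50mM LiCl, pH 7.4, 30 min, 37C; compounds titrated up to 46 uM; AC50 by Hill equation.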
# 12-hLO inh – inhibitors of human 12-lipoxygenase (ALOX12). purified 12-hLO, xylenol orange hydroperoxide absorbance. 0.12% of 150,000 active. P18054. Potency, µM (doses to about 57.1 µM), without a hit: top-dose activity change, negative = inhibition, usual class: inhibitors. AID 1452; further: potency means the concentration at half of the fitted maximal effect; nearly all actives have a fitted effect of over 55% in size; many of its hits are not listed in these tables
#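 150 nM 12hLO, 25 mM Hepes pH 7.0 + 0.01% Triton X-100; cpd preinc 15 min RT; 40 uM arachidonic acid, 30 min RT; Fe-XO 30 min; A573/A405 ratio as read-out.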
# ALOX15B inhib – inhibitors of human 15-lipoxygenase 2 (ALOX15B) | O15296 | purified 15hLO-2, xylenol orange hydroperoxide absorbance | Potency, µM (doses to about 57.1 µM), for inactives: top-dose activity change, negative = inhibition, usual class: inhibitors | 0.56% of 110,000 active | AID 881; further: potency means the concentration at half of the fitted maximal effect; nearly all actives have a fitted effect of over 60% in size; many of its hits are not listed in these tables
# Target sequence (O15296 whole entry, looked up): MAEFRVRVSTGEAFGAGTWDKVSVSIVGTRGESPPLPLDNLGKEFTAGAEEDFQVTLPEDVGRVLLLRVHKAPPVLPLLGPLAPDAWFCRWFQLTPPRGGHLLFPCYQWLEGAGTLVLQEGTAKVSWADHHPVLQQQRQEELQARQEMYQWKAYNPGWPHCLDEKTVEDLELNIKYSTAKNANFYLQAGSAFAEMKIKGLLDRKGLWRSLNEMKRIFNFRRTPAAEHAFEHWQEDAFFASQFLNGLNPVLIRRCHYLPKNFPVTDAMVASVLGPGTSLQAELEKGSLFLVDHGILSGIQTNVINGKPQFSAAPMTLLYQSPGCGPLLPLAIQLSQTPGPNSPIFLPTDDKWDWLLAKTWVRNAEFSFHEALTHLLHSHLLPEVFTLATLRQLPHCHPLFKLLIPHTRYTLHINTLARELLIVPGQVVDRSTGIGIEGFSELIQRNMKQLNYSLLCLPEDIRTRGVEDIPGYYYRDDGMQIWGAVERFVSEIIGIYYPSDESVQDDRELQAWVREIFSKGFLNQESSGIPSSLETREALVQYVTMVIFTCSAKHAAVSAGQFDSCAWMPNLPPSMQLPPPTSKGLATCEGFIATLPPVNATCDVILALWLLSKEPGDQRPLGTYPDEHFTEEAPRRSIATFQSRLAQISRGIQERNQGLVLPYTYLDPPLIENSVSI
#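 Purified human 15hLO-2 (50 nM final) preincubated with compounds 15 min at room temperature in 25 mM Hepes pH 7.5, 0.01% Triton X-100, then 45 uM arachidonic acid added for 90 min; hydroperoxide detected via ferrous/xylenol orange, 573/405 nm absorbance ratio.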
# * = called active by the depositor; ? = inconclusive; · = no result given; & = joins results of further samples; [ ] = dose if it differs, or a comment. Unless noted, the call rests on the fitted dose curve; in most records, active means well fitted curve in the direction sought with a large enough effect; inconclusive means small, poorly fitted or top-dose-only effect, or another doubt; inactive means no such curve, though single readings can be large; an effect the other way counts as inactive or inconclusive. Unless noted, on the % scale 0 is the no-effect control and ±100 the full control effect. These rows are one share of the data. The share of hits here may be higher or lower than overall.
# Value order – PNC assembly inh	IMPase inh	12-hLO inh	ALOX15B inhib
- CC(C)OC(=O)CSc1nc(-c2ccc(F)cc2)nc2ccc(F)cc12
→ ?	-3	4%	-7%
- NC(=S)N/N=C/c1ccc(-c2cccc([N+](=O)[O-])c2)o1
→ 11	3	?	-30%
- CCC(CC)C(=O)N(CCc1ccc(OC)cc1)Cc1nc2ccccc2c(=O)[nH]1
→ -12	6	-1%	3%
- COCCn1c(SCC(=O)Nc2ccc3c(c2)OCCO3)nc2c(c1=O)SC(C)C2 (configuration not stated)
→ -24	0	1%	·
- CC/C(O)=C(/C#N)c1nnc2n1CCCCC2
→ -2	-13	-5%	·
- CC(C)C1C(=O)NC(=S)N1S(=O)(=O)c1ccc(C(C)(C)C)cc1 (configuration not stated)
→ 17	-5	4%	-12%
- CCOC(=O)C1=NNC2(c3ccccc3)C(=O)N(c3cccc(Br)c3)C(=O)C12 (configuration not stated)
→ 40	·	-4%	·
- CCn1ccnc1C[C@@H]1COc2ccccc2O1
→ ·	6&11	0%&-4%	31%&6%[activator]
- Cc1cccc(N2CCN(C(=O)c3csc4ccccc34)CC2C)c1 (configuration not stated)
→ 35	-5	0%	·
- Cc1ccc(S(=O)(=O)NCc2cccc([N+](=O)[O-])c2)cc1
→ ·	·	0%[11.4 µM]	-3%[11.4 µM]
- COc1ccc(OC)c(NC=C2C(=O)OC3(CCCCC3)OC2=O)c1
→ -6	6	-2%	10%
- COc1ccc(NC(=O)c2cc3c(=O)n(C)c4ccccc4c3n2C)cc1OC
→ -5	8	4%	-2%
- COc1ccccc1N1CCN(C(=O)c2cc(-c3ccc(Cl)cc3)on2)CC1
→ ?	?	-5%	28%
- CCCC1=Nc2cc(C(=O)NCc3ccco3)ccc2Sc2ccccc21
→ -1	·	-3%	·
- O=C(/C=C/c1ccc(Cl)cc1Cl)NCCSc1ccccc1
→ -6	·	0%	·

# Next compounds.
# Value order – PNC assembly inh	IMPase inh	12-hLO inh	ALOX15B inhib
- CCC(O)c1cc2c(cc1NC(=O)c1cccs1)OCCO2 (configuration not stated)
→ 2	-3	-1%	-5%
- CCN1CCN(S(=O)(=O)c2ccc3c(c2)OCCO3)CC1
→ 20	-1	-3%	5%
- CCN1CCN(C(c2cccs2)C(C)NC(=O)c2ccccc2OC)CC1 (configuration not stated)
→ 9	7	22%	9%
- O=c1c2sccc2n(Cc2ccc(F)cc2)c(=O)n1-c1ccc(F)cc1
→ 92	·	1%	·
- COc1cc(/C=N/Nc2nnc3c(n2)[nH]c2ccccc23)ccc1O
→ -15	-10	2%	·
- CC1CCN(S(=O)(=O)c2ccc(F)c(C(=O)O)c2)CC1
→ -21	0	-4%	6%
- C=CCSC1=C(C#N)C(c2ccccc2Cl)C(C(=O)c2cccs2)C(O)(C(F)(F)F)N1 (configuration not stated)
→ -1	·	-12%	·
- Cc1csc(NC(=O)CSc2nc(C(C)C)nc3c2c(=O)n(C)c(=O)n3C)n1
→ 15	-11	0%	·
- Cc1c(Br)c(C(F)(F)F)nn1CC(=O)NCC1CCCO1 (configuration not stated)
→ 51	2	-1%	-1%
- OC(CNCc1ccccn1)c1ccccc1 (configuration not stated)
→ ?	-2	-7%	·
- Cc1ccc(CN2CCc3c(OCC(=O)Nc4cc(C)ccc4C)cccc3C2=O)cc1
→ 111	·	-2%	·
- CCOCCCNC(=O)C1CCC(CNS(=O)(=O)c2cccc3nsnc23)CC1 (configuration not stated)
→ -10	-14	1%	·
- Cc1nc2cc(-c3ccccc3)nn2c(C)c1CCC(=O)N1CCN(c2ccccc2)CC1
→ 8	-1	0%	20%
- CCOC(=O)CC1C(=O)NCCN1C(=O)c1c(F)cccc1F (configuration not stated)
→ 60	-1	0%	-6%
- CS(=O)(=O)N1CCC(C(=O)Nc2ccc(OCc3ccccc3)cc2)CC1
→ -11	0	0%	-3%

# (list continues)
# Value order – PNC assembly inh	IMPase inh	12-hLO inh	ALOX15B inhib
- CN1CC=C2C(C#N)=C(N)C(C#N)(C#N)[C@H](c3cccs3)[C@H]2C1
→ -94*	-13	-3%	·
- Cc1c(C(=O)NCCCN2CCOCC2)sc2nc(-c3ccccc3)cn12
→ 6	-7	-1%	·
- S=c1[nH]nc(-c2cccnc2)n1/N=C/c1ccc(Br)s1
→ -9	·	1%	·
- Cc1nnc(SCC(=O)c2cc(C)n(-c3ccc4c(c3)OCO4)c2C)s1
→ -4	19	-10%	-4%
- Cn1c(=O)c2c(nc(Br)n2CCCc2ccccc2)n(C)c1=O
→ -9	3	0%	6%
- CN(C(=S)NC1CCCCC1)C1(c2ccccc2Cl)CCCCC1=O (configuration not stated)
→ -4	7	0%	·
- O=C(COCc1nc2ccccc2c(=O)[nH]1)NC1CCCC1
→ -12	0	3%	-6%
- Cc1ccc(/C=N/NC(=O)CSc2nc3ccccc3o2)cc1
→ -6	·	2%	·
- CCC(C)NC(=O)N[C@@H](CCSC)C(=O)OC (some centres not stated)
→ 1	2	-1%	-1%
- COc1ccc(N2CCN(CCCn3c(=S)[nH]c4ncccc4c3=O)CC2)cc1
→ 29	-4	3%	12%
- COc1ccc(N2CCN(CCNC(=O)Nc3ccc(Cl)cc3)CC2)cc1
→ ?	1	-1%	33%[activator]
- Cc1cc(-c2ccccc2)nc(Oc2ccc(C(C)(C)C)cc2)c1S(C)(=O)=O
→ 2	9	-8%	11%
- CC(=O)N(C(C)=O)c1c(C#N)c(C)n(-c2ccccc2)c1C(=O)c1ccccc1
→ -93*	8	-5%	1%
- C[N+]1(C)CCO[C@](O)(c2ccccc2)C1
→ ·	·	-3%[11.4 µM]	-6%[11.4 µM]
- O=C(NC1CCCC1)C1CCCN1C(=O)Nc1ccc(Cl)cc1 (configuration not stated)
→ ?	6	-4%	6%

# Whole records as entered above:
# CN(C(=S)NC1CCCCC1)C1(c2ccccc2Cl)CCCCC1=O (configuration not stated) across the screens: PNC assembly inh = -4; IMPase inh = 7; 12-hLO inh = 0%; ALOX15B inhib = ·
# COc1ccc(N2CCN(CCCn3c(=S)[nH]c4ncccc4c3=O)CC2)cc1 across the screens: PNC assembly inh = 29; IMPase inh = -4; 12-hLO inh = 3%; ALOX15B inhib = 12%
# Cc1nnc(SCC(=O)c2cc(C)n(-c3ccc4c(c3)OCO4)c2C)s1 across the screens: PNC assembly inh = -4; IMPase inh = 19; 12-hLO inh = -10%; ALOX15B inhib = -4%

# Further structures
# Value order – PNC assembly inh	IMPase inh	12-hLO inh	ALOX15B inhib
- O=C(O)CCc1ncc(C(F)(F)F)cc1Cl
→ 29	1	0%	-5%
- N#Cc1c(Sc2ncc(C(F)(F)F)cc2Cl)nsc1C/C=N\OCc1c(F)cccc1Cl
→ 37	-1	-14%	?
- Cc1oc(C(=O)O)cc1COc1ccccc1Cl
→ ?	-1	-1%	9%
- COc1ccc(NC(=O)CC2C(=O)N(c3ccc(OC)cc3)C(=O)N2CCc2cccs2)cc1 (configuration not stated)
→ 8	·	0%	·
- COc1ccc(CCN2CN(S(=O)(=O)c3ccccc3)c3nc4ccccc4nc32)cc1OC
→ 12	7	0%	·
- CCOC(=O)CCC(NC(=O)c1ccc(NCN2C(=O)c3ccccc3C2=O)cc1)C(=O)OCC (configuration not stated)
→ ?	5	0%	3%
- Cc1cccc(C)c1NC(=O)CSc1nnc(-c2ccccc2)n1Cc1ccc2c(c1)OCO2
→ ?	10	-3%	8%
- O=C(NCCc1ccc(Cl)cc1)c1ncn[nH]1
→ 17	-2	-6%	20%
- CCS(=O)(=O)N1Cc2ccccc2CC1C(=O)Nc1nnc(SCc2ccc(C#N)cc2)s1 (configuration not stated)
→ ?	·	-1%	·
- C=CCN1C(=O)NC2(CCCCC2)C1=O
→ 16	?	-1%	2%
- COc1ccc(N2C(=O)CN=C2Nc2nc(C)cc(C)n2)cc1
→ 13	4	1%	5%[2.29 µM]
- NS(=O)(=O)c1ccc(NC(=O)CSC2CCCCC2)cc1
→ 18	-1	-1%	12%
- CCCCCOC(=O)C1[C@H]2C(=O)N(Cc3cccs3)C[C@]23C=C[C@H]1O3 (some centres not stated)
→ 0	2	3%	2%
- COc1ccc(-c2csc3nc(C)n(-n4cccc4)c(=O)c23)cc1
→ 23	-8	9%	-6%
- Cc1sc2ncnc(SCC(=O)NC3CC3)c2c1C
→ 18	-12	-7%	2%

# More records:
# Value order – PNC assembly inh	IMPase inh	12-hLO inh	ALOX15B inhib
- O=S1(=O)CC(N2CCCCC2)C(N2CCCCC2)C1 (configuration not stated)
→ ?	2	-1%	4%
- CCOC(=O)c1cnc2c(C)c(Cl)ccc2c1Nc1ccc(S(=O)(=O)Nc2ncccn2)cc1
→ 3	·	0%	·
- CCCC(=O)Nc1ccc(C(=O)N/N=C/c2ccc[nH]2)cc1
→ -29	·	0%	·
- O=C(Nc1ccc(N2CCOCC2)cc1)c1cn2ccccc2n1
→ 36	6	-3%	-5%
- COC(=O)CC(=O)CSc1nc2c(cc1C#N)CCC2
→ ?	-2	-13%	4%
- Cc1cccc(NC(=S)N/N=C/c2ccc(Cl)c([N+](=O)[O-])c2)c1
→ ?	-1	-12%	-27%
- Cc1nn(C)c(C)c1S(=O)(=O)N(CC(=O)N1CCc2ccccc21)c1ccc(C(C)C)cc1
→ 9	5	-1%	-2%
- CN(C)S(=O)(=O)c1ccc(-c2cn3ccccc3n2)cc1
→ 20	-8	0%	-5%
- CN(C)CCCOc1nc2c(c(=O)n(C)c(=O)n2C)n1C
→ 49	5	2%	·
- Cc1ccc2cc(CN(CCN3CCOCC3)C(=O)NCc3ccccc3)c(=O)[nH]c2c1C
→ 13	-2	4%	12%
- CCOC(=O)C1Oc2ccccc2C(c2cccc3ccccc23)=C1C(=O)OC (configuration not stated)
→ ·	·	-1%[0.00818 µM]	-1%[0.0915 µM]
- COc1cc(OC)cc(-c2cc3nc(C)c(CCC(=O)O)c(=O)n3[nH]2)c1
→ 39	1	-1%	-5%
- C=CCn1c(Cc2csc(N)n2)nnc1SCc1ccc(C(=O)OC)cc1
→ 47	-13	3%	10%
- Cc1c(NC(=O)c2coc(=O)c(Br)c2)c(=O)n(-c2ccccc2)n1C
→ -11	7	-11%	-14%
- Cc1c(C(=O)N(C)C2CCCCC2)sc2nc3ccc(N)cc3n12
→ ·	·	1%[0.00818 µM]	7%[0.0915 µM]

# Later entries
# Value order – PNC assembly inh	IMPase inh	12-hLO inh	ALOX15B inhib
- O=C(O)c1cc(=O)c2c(OCC(O)COc3cccc4oc(C(=O)O)cc(=O)c34)cccc2o1
→ -15	4[20.6 µM]	1%	12%[0.0915 µM]
- CCN(CC)CCCNc1nc(-c2ccccc2)nc2ccccc12
→ -100*	-6	16%	·
- Cc1ccc(CS(=O)(=O)CCC(=O)NCCCOC(C)C)cc1
→ 40	7	-1%	3%
- CCOC(=O)C1=C(C)OC(N)=C(C#N)C1c1cc(Cl)c(OCC(N)=O)c(OC)c1 (configuration not stated)
→ -20	5	-7%	-7%
- O=C(/C=C/c1cccc([N+](=O)[O-])c1)NC(=S)Nc1cccc(NC(=O)c2ccccc2Cl)c1
→ -18	·	0%	·
- COC(=O)C1C(O)=CC(=O)CC1C (configuration not stated)
→ 8	-6	-3%	·
- COc1ccc(NS(=O)(=O)c2cc(C)ccc2OC)cc1OC
→ 20	9	-4%	-2%
- C=CCNC(=O)CC(=O)N/N=C/c1ccc(C(=O)OC)cc1
→ 11	2[1.84 µM]	2%	-3%[11.4 µM]
- Cc1c(C(=O)N/N=C/c2ccc(-c3ccccc3[N+](=O)[O-])o2)sc(N)c1C#N
→ -26	·	-3%	·
- CCN(CC)c1ccc(NC(=O)c2ccc(NC(=O)C3CCCO3)cc2)c(C)c1 (configuration not stated)
→ 22	10	-3%	2%
